TNAP inh hi DEA: TNAP (human) inhibition, high acceptor. purified TNAP, CDP-star luminescence, 1 M DEA. actives 0.03% (n = 200,000). P05186. inhibition, % at 20 µM;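 active = over 50% inhibition of tissue-nonspecific alkaline phosphatase at 20 µM in the single-dose screen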;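 note: plate controls were DMSO wells for no effect and EDTA-quenched wells as full inhibition for full effect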
Target sequence (P05186 whole entry, looked up): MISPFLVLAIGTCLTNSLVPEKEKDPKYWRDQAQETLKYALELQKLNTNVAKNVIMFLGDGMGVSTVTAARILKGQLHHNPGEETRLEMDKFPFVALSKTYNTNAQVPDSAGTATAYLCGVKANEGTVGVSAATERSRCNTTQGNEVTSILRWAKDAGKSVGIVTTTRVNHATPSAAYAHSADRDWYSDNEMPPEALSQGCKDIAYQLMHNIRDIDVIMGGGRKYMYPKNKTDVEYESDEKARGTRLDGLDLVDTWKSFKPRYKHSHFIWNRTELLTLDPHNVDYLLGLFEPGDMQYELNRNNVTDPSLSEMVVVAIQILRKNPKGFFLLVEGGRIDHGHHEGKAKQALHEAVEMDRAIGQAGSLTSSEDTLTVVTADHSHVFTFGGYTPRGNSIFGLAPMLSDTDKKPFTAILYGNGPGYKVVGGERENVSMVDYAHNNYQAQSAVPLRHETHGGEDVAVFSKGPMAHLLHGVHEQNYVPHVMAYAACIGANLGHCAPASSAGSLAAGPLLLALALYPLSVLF
PPARg SRC-2 ag: PPARgamma-driven SRC-2 recruitment agonism; P37231; PPARgamma LBD-SRC-2 recruitment, biochemical; activation, % at 8 µM; actives 0.34% (n = 200,000); AID 1032; in the data active = activation above about 22%;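 note: 0% = vehicle and 100% = reference agonist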
Target sequence (P37231 whole entry, looked up, the tested form may be a part): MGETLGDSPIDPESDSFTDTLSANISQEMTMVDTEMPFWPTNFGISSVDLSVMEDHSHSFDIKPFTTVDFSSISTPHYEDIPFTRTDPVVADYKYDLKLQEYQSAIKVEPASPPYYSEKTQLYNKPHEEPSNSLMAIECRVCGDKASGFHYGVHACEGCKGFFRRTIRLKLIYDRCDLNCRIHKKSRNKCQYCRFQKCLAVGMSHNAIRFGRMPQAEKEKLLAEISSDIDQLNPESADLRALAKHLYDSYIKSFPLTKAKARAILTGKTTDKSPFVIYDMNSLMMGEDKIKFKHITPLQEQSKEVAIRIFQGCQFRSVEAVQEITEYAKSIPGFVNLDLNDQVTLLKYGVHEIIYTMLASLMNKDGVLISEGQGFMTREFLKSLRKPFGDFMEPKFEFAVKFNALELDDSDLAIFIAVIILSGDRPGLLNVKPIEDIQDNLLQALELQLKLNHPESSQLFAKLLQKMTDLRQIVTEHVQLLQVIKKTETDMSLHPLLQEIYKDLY
PPARg SRC1 recr: promotes SRC-1 coactivator recruitment by human PPARgamma; activation, % at 8 µM; P37231; AID 631; actives 0.41% (n = 200,000); PPARgamma-SRC-1 coactivator recruitment biochemical assay; in the data active = activation above about 19%;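 note: 0% = DMSO and 100% = reference agonist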
bIAP act: intestinal alkaline phosphatase (bovine) activation. actives 0.17% (n = 200,000). AID 1016. activation factor at 20 µM. purified bovine IAP, CDP-star luminescence, 30 min; active compounds read high; fold of DMSO-control signal, blank-subtracted;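 active = activation factor of 2 or more at 20 µM, a signal rise over negative controls twice the positive control's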
SRC2 TRFRET art: counter-screen for PPARgamma SRC-2 recruitment agonists: TR-FRET artefact; TR-FRET ratio at 8 µM; actives 0.4% (n = 200,000); active compounds read high; in the data active = TR-FRET ratio above about 2000; note: inactives centre near 1500; reference of the scale not given here
TNAP inh noacc: TNAP (human) inhibition, acceptor-free conditions | P05186 | purified TNAP, CDP-star luminescence, 30 min | inhibition, % at 20 µM | actives 0.26% (n = 200,000) | AID 1012;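 active = tissue-nonspecific alkaline phosphatase inhibition above about 50% at 20 µM in the single-dose screen, limit read from the data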;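 note: 0% = DMSO negative control and 100% = EDTA positive control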
bIAP inh: blocks bovine intestinal alkaline phosphatase activity | 190,000 tested, under 10 active | purified bovine IAP, CDP-star luminescence, 30 min | inhibition, % at 20 µM;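 active = over 50% inhibition of intestinal alkaline phosphatase at 20 µM in the single-dose screen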
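Incubation: 30 min reaction at room temperature / Material: purified bovine intestinal alkaline phosphatase (IAP) enzyme / Input: enzyme at 1/65,000,000 dilution / Dosing: 20 µM single dose / Signal: CDP-star luminescence signal / Reagent: CDP-star chemiluminescent phosphatase substrate, 30 µM final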
TNAP act hi DEA: increases human TNAP activity under high phosphate acceptor concentration. P05186. purified TNAP, CDP-star luminescence, 1 M DEA, 30 min; active compounds read high; 0 = EDTA background, 1 = DMSO-only activity. activation factor at 20 µM. 200,000 tested, under 10 active;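 active = activation factor at least 2 at 20 µM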
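Test system – human TNAP · Doses – 20 µM single point · Incubation – 30 min, room temperature · Signal – luminescent substrate turnover signal · Read-out basis – activation factor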
HMGR II inh: blocks class II HMG-CoA reductase of Enterococcus faecalis; purified E. faecalis HMGR, NADPH absorbance 340 nm kinetic; inhibition, % at 10 µM; actives 0.41% (n = 190,000); AID 1066;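 active = inhibition above a set limit, the median over all tested compounds plus 3 SD, cut at about 9.5% in these data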;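 note: enzyme runs in reverse so mevalonate oxidation gives rising NADPH absorbance; 0% = complete reaction with DMSO and 100% = background rate lacking mevalonate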
PPARg SRC-3 ag: promotes SRC-3 coactivator recruitment by human PPARgamma. P37231. biochemical PPARgamma/SRC-3 coactivator recruitment assay. activation, % at 8 µM. actives 0.26% (n = 200,000); in the data active = activation above about 23%;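 note: 0% = DMSO and 100% = reference agonist; some compounds past the cut are filed as inactive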
* = called active by the depositor; . = not tested or not shown.

structure | bIAP act | TNAP inh hi DEA | PPARg SRC-3 ag | TNAP act hi DEA | PPARg SRC1 recr | bIAP inh | HMGR II inh | SRC2 TRFRET art | TNAP inh noacc | PPARg SRC-2 ag
COc1ccccc1NC(=O)C1=C(C)NC2=C(C(=O)CC(c3ccc(OC)c(OC)c3)C2)C1c1coc2ccccc2c1=O (centres undefined) | 0.9 | 2 | -5 | 1 | -6 | 13 | -2 | 1449 | 2 | -5
Cc1ccc(-c2nc3sc4c(c3c(=O)n2N)CC(C)(C)OC4)cc1 | 1 | 1 | 11 | 1 | 0 | 0 | -6 | 1538 | -3 | -2
CCc1cccc(CN2CCC(CNC(=O)Nc3ccc(Cl)cc3)CC2)c1 | 1.4 | -10 | 1 | 1.1 | 8 | -38 | -7 | 1477 | -32 | -1
Cc1ccc(NC(=O)/C=C/c2cccs2)c([N+](=O)[O-])c1 | 1 | 1 | 0 | 1 | -4 | -4 | -4 | 1558 | -10 | 2
CCOc1cc(/C=N\NC(=O)Cc2ccccc2)ccc1OCC(=O)Nc1ccc(C)c(C)c1 | 0.9 | -4 | 1 | 1 | 9 | 8 | 2 | 1545 | -1 | -3
CC12CC3CC(C)(C1)CC(CN1CCOCC1)(C3)C2 | 1 | 0 | -7 | 1 | 0 | -3 | -2 | 1497 | -6 | -4
O=C(Nc1ccc(N2CCN(C(=O)c3ccc(Cl)cc3)CC2)cc1)c1ccc([N+](=O)[O-])o1 | 1.1 | 5 | 4 | 0.9 | -6 | -6 | -3 | 1442 | 6 | 5
COc1ccc(NC(=S)N2CCCC(CO)C2)c(OC)c1 (centres undefined) | 1 | -1 | 1 | 1 | 5 | 4 | -4 | 1629 | -9 | 7
COC(=O)[C@H](CC(C)C)NC(=O)NC1CCCc2ccccc21 (some centres undefined) | 1 | -2 | -9 | 1 | -1 | 3 | 1 | 1489 | -13 | 1
CC1CCc2nn(CC(=O)NC3CCCC3)cc2C1 (centres undefined) | 1 | -4 | -1 | 1 | 0 | -3 | 6 | 1680 | -12 | -6
Cc1ccc2nc(-c3ccncc3)cc(-c3ccccc3)c2c1 | 0.9 | -1 | -5 | 1 | -6 | 6 | -1 | 1644 | -6 | 9
Cc1nnc2ccc(-c3cccc(NS(C)(=O)=O)c3)nn12 | 1 | -7 | -3 | 1.1 | 8 | 0 | 0 | 1505 | 1 | 0
COc1ccc(CN2CCCCC2c2cccnc2)c(OC)c1C (centres undefined) | 1 | -9 | 11 | 1.1 | 10 | 2 | . | 1556 | -19 | 2
COc1ccccc1NC(=O)c1ccc(NC(=O)CSc2nncn2C)cc1 | 0.9 | 5 | 0 | 0.9 | -9 | 6 | -12 | 1314 | -10 | -6
CC(C)c1ccccc1-n1c(SCc2cc(=O)oc3ccc4ccccc4c23)nnc1-c1cccnc1 | 1.1 | 0 | 6 | 1 | 1 | -10 | 2 | 1635 | 0 | 2
CCn1c2ccccc2c(=O)c2ccccc21 | 1.1 | 0 | 7 | 1 | 12 | -13 | -6 | 1659 | -7 | 10
COc1ccc(CN(C(=O)c2ccc(CN3CCOCC3)o2)C(C(=O)NCC2CCCO2)c2ccc(F)cc2)cc1 (centres undefined) | 1.1 | -9 | 0 | 1.1 | 4 | -13 | -1 | 1561 | -4 | -1
COc1ccc2nc(NC(=O)c3ccccc3-c3ccccc3C(=O)O)sc2c1 | 1.1 | -4 | 7 | 1 | 6 | -11 | -9 | 1891 | -4 | 2
O=S(=O)(Nc1cccc(C(F)(F)F)c1)c1cnc[nH]1 | 0.9 | 0 | 1 | 1 | 5 | 6 | 1 | 1811 | -1 | 35*
Cc1ccccc1NC(=S)NC(=O)c1cncc(Br)c1 | 1.1 | -3 | -2 | 1 | -2 | -8 | -3 | 1568 | 9 | 0
CCN(CC)C(=O)CN(C#N)c1nc(C)cc(C)n1 | 0.8 | -4 | 6 | 1 | 0 | 17 | -7 | 1749 | 2 | 0
COc1cccc(C2NC(=O)c3sc(=S)n(-c4ccccc4)c3N2)c1 (centres undefined) | 0.7 | -3 | -6 | 1 | -3 | 25 | 1 | 1440 | -8 | 0
COc1ccc(/C=C2\SC(=NCc3ccccc3)NC2=O)cc1 | 0.6 | 0 | -2 | 1 | 8 | 42 | 0 | 1407 | -11 | -1
c1ccc(Cc2cc(-c3ccccc3)on2)cc1 | 0.9 | 1 | -16 | 1 | -1 | 9 | -3 | 1499 | -10 | 9
CCOC(=O)C(C)n1cnc2c(nnn2-c2ccc(OC)cc2)c1=O (centres undefined) | 1 | -3 | -6 | 1 | -2 | 0 | -8 | 1484 | -9 | 3

Continued, overlapping the part above by 2 compounds.
structure | bIAP act | TNAP inh hi DEA | PPARg SRC-3 ag | TNAP act hi DEA | PPARg SRC1 recr | bIAP inh | HMGR II inh | SRC2 TRFRET art | TNAP inh noacc | PPARg SRC-2 ag
c1ccc(Cc2cc(-c3ccccc3)on2)cc1 | 0.9 | 1 | -16 | 1 | -1 | 9 | -3 | 1499 | -10 | 9
CCOC(=O)C(C)n1cnc2c(nnn2-c2ccc(OC)cc2)c1=O (centres undefined) | 1 | -3 | -6 | 1 | -2 | 0 | -8 | 1484 | -9 | 3
Cc1[nH]n(-c2ccccc2)c(=O)c1C=NCCc1ccccc1 | 1 | -5 | 2 | 1.1 | -1 | 1 | -5 | 1687 | -7 | 2
Cc1onc(-c2c(F)cccc2Cl)c1C(=O)N1CCN(S(C)(=O)=O)CC1 | 1 | -9 | 4 | 1.1 | -6 | 1 | 1 | 1380 | -9 | 1
O=C(CCN1C(=O)/C(=C/c2ccccc2Cl)SC1=S)NC1=NCCS1 | 0.9 | -2 | 6 | 1 | 13 | 14 | -4 | 1679 | 7 | 8
CCSc1nc2c(c(=O)[nH]1)C(c1cccnc1)C(C(=O)OC(C)C)=C(C)N2 (centres undefined) | 1 | -3 | 4 | 1 | 10 | 2 | -3 | 1573 | -8 | 3
Fc1ccc(-c2cnn3c(-c4ccncc4)ccnc23)cc1 | 1 | 0 | 0 | 1 | -3 | -4 | -2 | 1620 | -4 | -12
CCOC(=O)N1CCC(O)(c2cc(C)c(C)cc2C)CC1 | 1 | -7 | 1 | 1.1 | 0 | 5 | -3 | 1599 | -7 | 8
CC(C)(C)c1nc2scc(-c3ccc(Cl)cc3)c2c(=O)o1 | 0.9 | -3 | 1 | 1 | 2 | 11 | 0 | 1544 | 0 | 4
CNc1ccc(Br)cc(C(=O)/C=C/c2ccc(OC)cc2OC)c1=O | 1 | 4 | 4 | 1 | 8 | 2 | 0 | 1790 | 14 | 6
Cc1nn(CCCC(=O)Nc2ccccn2)c(C)c1[N+](=O)[O-] | 1.1 | 0 | 3 | 1 | 2 | -8 | -5 | 1473 | -12 | 7
Cc1ccc(S(=O)(=O)N2CCCC2C(=O)NCc2ccco2)cc1 (centres undefined) | 1.1 | -8 | -5 | 1.1 | -6 | -10 | -2 | 1554 | -12 | -1
COc1ccccc1Oc1ccc2c(c1)C(=O)N(c1cccc3ncccc13)C2=O | 0.8 | 0 | 4 | 1 | -12 | 16 | -5 | 1342 | -14 | 1
COC(=O)c1ccc(C(=O)OC)c(NC(=O)c2cc3ccccc3o2)c1 | . | . | -4 | . | 24* | . | . | 1501 | . | 4
O=C(N/N=C/c1ccc(-c2ccccc2[N+](=O)[O-])o1)c1cccnc1 | 0.9 | -1 | 3 | 1 | -1 | 9 | -5 | 1519 | 8 | -7
Cc1ccc(C)c(CSc2nc3ccncc3n2CC(=O)Nc2ccc(C)c(C)c2)c1 | 1.2 | -2 | -3 | 1 | 0 | -17 | 0 | 1422 | 2 | 6
Cc1cc2ccccc2n1CCNC(=O)COc1ccccc1 | 1 | -4 | . | 1 | . | -2 | 1 | . | -14 | .
C/C(=N/NC(=O)CNc1ccc(C)cc1)c1ccc(Br)s1 | 0.9 | 5 | 3 | 0.9 | 2 | 8 | -3 | 1497 | 3 | 2
CN(C)S(=O)(=O)c1cccc2c1C(=O)c1ccccc1C2=O | 1.5 | 1 | 4 | 1 | 6 | -48 | 0 | 1652 | -3 | 10
COC(=O)c1cn(-c2ccccc2)c(=O)c2ccccc12 | 1.3 | -1 | -2 | 1 | -1 | -29 | 0 | 1723 | -10 | -3
Cc1cc(C)n2c(-c3ccccc3Cl)nnc2n1 | 0.9 | -3 | 0 | 1 | 5 | 12 | -2 | 1429 | 16 | -2
CCCc1cc(N2CCC(C(N)=O)CC2)nc(-c2ccccc2)n1 | 1.2 | 2 | 3 | 1 | -1 | -22 | 1 | 1617 | 0 | 2
CC(C)CNS(=O)(=O)c1ccc(OCC(=O)NCC2CCCO2)c(Cl)c1 (centres undefined) | 0.9 | -10 | 5 | 1.1 | 3 | 7 | 0 | 1644 | -14 | 8
O=S(=O)(c1ccccc1)n1c(C(O)c2ccccn2)cc2ccccc21 (centres undefined) | 1 | 1 | 2 | 1 | 5 | 0 | -1 | 1695 | -12 | -3
CS(=O)(=O)N(CC(=O)N1CCN(c2cccc(Cl)c2)CC1)C1CCCCC1 | 1 | 3 | -3 | 1 | 3 | -1 | 0 | 1658 | -4 | 7
COc1ccc(C2C(C(=O)OC3CCCCC3)=C(C)Nc3nnnn32)c(OC)c1OC (centres undefined) | 0.9 | -4 | -3 | 1 | -2 | 11 | 2 | 1443 | -2 | -1
COC(=O)c1nc(NC2=NCCCCC2)n[nH]1 | 1.4 | -7 | 3 | 1.1 | 0 | -41 | 4 | 1560 | -8 | 4

Reprinted at random: 2 compounds from above, in no set order.
structure | bIAP act | TNAP inh hi DEA | PPARg SRC-3 ag | TNAP act hi DEA | PPARg SRC1 recr | bIAP inh | HMGR II inh | SRC2 TRFRET art | TNAP inh noacc | PPARg SRC-2 ag
O=C(Nc1ccc(N2CCN(C(=O)c3ccc(Cl)cc3)CC2)cc1)c1ccc([N+](=O)[O-])o1 | 1.1 | 5 | 4 | 0.9 | -6 | -6 | -3 | 1442 | 6 | 5
O=S(=O)(c1ccccc1)n1c(C(O)c2ccccn2)cc2ccccc21 (centres undefined) | 1 | 1 | 2 | 1 | 5 | 0 | -1 | 1695 | -12 | -3

Other entries:
structure | bIAP act | TNAP inh hi DEA | PPARg SRC-3 ag | TNAP act hi DEA | PPARg SRC1 recr | bIAP inh | HMGR II inh | SRC2 TRFRET art | TNAP inh noacc | PPARg SRC-2 ag
CC(=O)c1c(C)[nH]c(C(=O)CSc2ncnc3sc(-c4ccccc4)cc23)c1C | 0.9 | -5 | 6 | 1.1 | 9 | 10 | 2 | 1560 | -35 | 8
CC(NS(=O)(=O)/C=C/c1ccccc1)c1ccccc1 (centres undefined) | 0.9 | -7 | -1 | 1.1 | -13 | 11 | -5 | 1390 | -9 | 0
Cn1c(SCC(=O)N/N=C/c2ccco2)nc2ccccc21 | 1.1 | -1 | 5 | 1 | 9 | -10 | -3 | 1701 | -8 | 7
Cc1c(CCC(=O)O)c(=O)oc2cc3occ(-c4ccc(F)cc4)c3cc12 | 1 | -2 | -8 | 1 | 0 | -3 | -2 | 1392 | -2 | -4
CCN1C(=O)C2(SC(NC(C)=O)=NN2C(C)=O)c2cc(C)cc(C)c21 (centres undefined) | 0.9 | -1 | 4 | 1 | 10 | 8 | 3 | 1570 | -12 | 7
CCN(CC)CCCNC(=S)N(Cc1cccs1)Cc1cc2cc3c(cc2[nH]c1=O)OCCO3 | 0.9 | -6 | -4 | 1.1 | 0 | 9 | -1 | 1629 | -11 | -1
Cc1ccccc1C(=O)NNC(=O)Cc1cccc2ccccc12 | 1.3 | -5 | 5 | 1.1 | 2 | -30 | -3 | 1574 | -39 | 7
